# GLS inhibitor: qHTS for Inhibitors of Glutaminase (GLS). Glutaminase kidney isoform, mitochondrial (Homo sapiens), O94925. GLS enzymatic activity, qHTS titration. Potency, µM (doses to about 45.5 µM), for inactives: at the highest dose activity change, negative = inhibition, most hits filed as inhibitors. actives 0.21% (n = 410,000). AID 624170, 2012; also: potency is read from the fitted curve at half-maximal effect; % is scaled to controls: 0 for no effect and ±100 for the full control effect
#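 Compounds were pin-transferred onto hKGA, after which L-glutamine (1 mM solution) and a detection mix of glutamate oxidase, HRP and Amplex Red were added. Initial and 30 min RT fluorescence reads were collected.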
# TrxR1 substrate: qHTS Assay for Substrates of Mammalian Selenoprotein Thioredoxin Reductase 1 (TrxR1): qHTS. Potency, µM (titrated, usually from 114 µM), for the others: top-dose activity change, negative = substrate turnover. AID 588456, 2011. purified TrxR1 substrate turnover, NADPH consumption readout. actives 0.01% (n = 390,000); also: potency is read from the fitted curve at half-maximal effect; % is scaled to controls: 0 for no effect and ±100 for the full control effect; nearly all actives have a fitted effect of over 50% in size
#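 Rat TrxR1, dispensed at 90 nM, was prereduced with 400 uM NADPH (final) for 5 min at ~22 deg C, then incubated with compound 15 min before 400 uM selenite. A first-read NADPH fluorescence drop versus no-compound background flagged substrates.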
# mIDH1 inhibitor: qHTS for Inhibitors of mutant isocitrate dehydrogenase 1 (IDH1): qHTS. Isocitrate dehydrogenase [NADP] cytoplasmic (Homo sapiens), O75874. IDH1-R132H enzyme, NADPH consumption, diaphorase/resazurin fluorescence. Potency, µM (top dose mostly 76.6 µM), without a hit: at the highest dose activity change, negative = inhibition, actives largely listed as inhibitors. actives 0.093% (n = 390,000). AID 602179, 2012; also: potency is read from the fitted curve at half-maximal effect; % is scaled to controls: 0 for no effect and ±100 for the full control effect; nearly all actives have a fitted effect of over 65% in size
#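 IDH1-R132H (0.5 ug/mL dispensed) in pH 7.5 Tris buffer was preincubated 30 min with compound, then given a substrate mix of 0.016 mM NADPH and 2 mM alpha-KG for 80 min at room temperature; remaining NADPH was read by diaphorase/resazurin fluorescence.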
# PGK inhibitor: qHTS Assay to Find Inhibitors of Phosphoglycerate Kinase. Phosphoglycerate kinase, glycosomal (Trypanosoma brucei brucei), P07378. PGK/GAPDH coupled, Kinase-Glo luminescence, 60 min. Potency, µM (highest dose often 57.5 µM), without a hit: at the top dose activity change, negative = inhibition, usual class: inhibitors. actives 0.043% (n = 380,000); also: potency is read from the fitted curve at half-maximal effect; % is scaled to controls: 0 for no effect and ±100 for the full control effect; nearly all actives have a fitted effect of over 60% in size
# Target sequence (P07378 whole entry, looked up): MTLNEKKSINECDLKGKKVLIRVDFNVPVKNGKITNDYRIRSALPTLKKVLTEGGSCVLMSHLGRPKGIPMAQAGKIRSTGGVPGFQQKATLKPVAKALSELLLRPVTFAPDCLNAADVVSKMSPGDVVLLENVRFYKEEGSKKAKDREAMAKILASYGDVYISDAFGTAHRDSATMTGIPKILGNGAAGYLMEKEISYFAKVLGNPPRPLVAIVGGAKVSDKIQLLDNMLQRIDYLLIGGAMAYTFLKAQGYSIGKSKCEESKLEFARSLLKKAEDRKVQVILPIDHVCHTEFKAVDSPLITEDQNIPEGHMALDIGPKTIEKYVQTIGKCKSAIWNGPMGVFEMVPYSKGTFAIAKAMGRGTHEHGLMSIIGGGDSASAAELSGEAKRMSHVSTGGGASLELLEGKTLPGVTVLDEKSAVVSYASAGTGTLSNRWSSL
#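 Recombinant glycosomal PGK reaction used 1,3-bisphosphoglycerate generated in-well by GAPDH (100nM final) in 100mM TEA pH 7.6, 5mM MgCl2, 0.01% Tween-20. After 60 minutes at room temperature, ATP was read by Kinase-Glo Plus luminescence end-point.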
# rTrxR1 inhibitor: qHTS Assay for Inhibitors of Mammalian Selenoprotein Thioredoxin Reductase 1 (TrxR1): qHTS. Potency, µM (top dose mostly 114 µM), for the others: at the top dose activity change, negative = inhibition, actives largely listed as inhibitors. Thioredoxin reductase 1, cytoplasmic (Rattus norvegicus), O89049. AID 588453, 2011. recombinant rTrxR1, NADPH fluorescence consumption, selenite substrate. actives 1% (n = 390,000); also: potency is read from the fitted curve at half-maximal effect; % is scaled to controls: 0 for no effect and ±100 for the full control effect; nearly all actives have a fitted effect of over 65% in size
#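 Rat TrxR1 (90 nM in the dispensed reagent) was pre-reduced with 400 uM NADPH for 5 min at room temperature, then incubated with compound for 15 min. After 400 uM selenite was added, NADPH fluorescence (Ex 340/Em 450 nm) was followed for 8 min.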
# PI4K2A inh: qHTS for small molecular inhibitors of PI4K2A; activity change, negative = inhibition, % at 76.9 µM; Phosphatidylinositol 4-kinase type 2-alpha (Homo sapiens), Q9BTU6; AID 1346378, 2018; purified PI4K2A, ADP-Glo luminescence, 1 h; active compounds read low; actives 0.13% (n = 420,000); in the data active = activity change below about -50%; inconclusive = mostly about -30% to -49%;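 also: -100% = wells without enzyme as full effect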
#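 In this quantitative HTS, ADP production by PI4K2A was quantified luminescently after 1 h at ambient temperature; 100 microM adenosine served as plate-quality control.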
# USP1-UAF1 inh: Inhibitors of USP1/UAF1: Primary Screen | Ubiquitin carboxyl-terminal hydrolase 1 (Homo sapiens), O94782 | recombinant USP1/UAF1, Ub-Rhodamine cleavage fluorescence | Potency, µM (highest dose often 57.1 µM), inactives show at the top dose activity change, negative = inhibition, actives largely listed as inhibitors | actives 0.23% (n = 390,000); also: potency is read from the fitted curve at half-maximal effect; % is scaled to controls: 0 for no effect and ±100 for the full control effect; nearly all actives have a fitted effect of over 60% in size; inactives centre near -12
#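 High-throughput fluorogenic screen: 1nM USP1/UAF1 complex, Ub-Rho substrate 150nM final, 50mM HEPES pH 7.8 with 0.5mM EDTA, 0.1 mg/ml BSA, 1mM TCEP and 0.01% Tween-20.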
# HP1b chromo inh: HTS for Inhibitors of HP1-beta Chromodomain Interactions with Methylated Histone Tails. AlphaScreen HP1-beta / biotin-H3K9me3 peptide binding. Potency, µM (highest dose often 114 µM), for the others: top-dose activity change, negative = inhibition, hits mostly inhibitors. actives 0.56% (n = 390,000). AID 540317, 2011; also: potency is read from the fitted curve at half-maximal effect; nearly all actives have a fitted effect of over 70% in size; inactives centre near 23
# Target sequence (P83916 whole entry, looked up): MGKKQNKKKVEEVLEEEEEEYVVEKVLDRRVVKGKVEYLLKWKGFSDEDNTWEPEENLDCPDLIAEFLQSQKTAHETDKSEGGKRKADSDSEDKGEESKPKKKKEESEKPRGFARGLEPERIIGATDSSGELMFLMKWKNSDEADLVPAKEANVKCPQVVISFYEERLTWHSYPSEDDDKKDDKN
#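 HP1-beta protein (50 nM final) preincubated 30 min at room temperature with biotinylated H3(1-18)K9me3 peptide (50 nM) in PBS pH 7.4, 0.01% Tween-20, then compound added for 30 min. AlphaScreen streptavidin donor/nickel chelate acceptor beads (10 ug/mL final), 30 min dark, luminescence read.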
# Pin1 inhibitor: qHTS Assay to Find Inhibitors of Pin1; Peptidyl-prolyl cis-trans isomerase NIMA-interacting 1 (Homo sapiens), Q13526; Pin1 FP peptide displacement, HiFluor488, 10 min; Potency, µM (series often up to 115 µM), for the others: at the top dose activity, negative = inhibition, most hits filed as inhibitors; actives 0.009% (n = 390,000); active = well fitted inhibition curve with a large enough effect in the polarisation, with a control signal flat, not every such curve was filed as active; inconclusive = small, poorly fitted or top-dose-only effect, or effect the other way, or a change in a side signal; inactive = no such curve, though single readings can be large or run the other way; the % refers to the polarisation; also: potency is read from the fitted curve at half-maximal effect; % is scaled to controls: 0 for no effect and ±100 for the full control effect
# Target sequence (Q13526 whole entry, looked up): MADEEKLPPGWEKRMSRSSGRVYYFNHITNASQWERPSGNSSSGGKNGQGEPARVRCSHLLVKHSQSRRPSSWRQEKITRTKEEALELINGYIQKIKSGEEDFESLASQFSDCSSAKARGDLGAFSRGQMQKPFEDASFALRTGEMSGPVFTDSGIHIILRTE
# Numbers without * were called inactive; i = inactive; ? = inconclusive; [ ] = remark or other dose. Unless noted, calls follow the shape of the dose curve; as a rule, active = well fitted curve in the direction sought with a large enough effect; inconclusive = small, poorly fitted or top-dose-only effect, or another doubt; inactive = no such curve, though single readings can be large; an effect the other way counts as inactive or inconclusive. These rows are one share of the data, so the mix of outcomes need not match the whole.
SMILES,GLS inhibitor,TrxR1 substrate,mIDH1 inhibitor,PGK inhibitor,rTrxR1 inhibitor,PI4K2A inh,USP1-UAF1 inh,HP1b chromo inh,Pin1 inhibitor
CCN(Cc1ccccc1)c1ccc(/C=N/NC(=O)c2cccc(S(=O)(=O)N3CCOCC3)c2)cc1,10%,0%,-1%,-6%,-6%,7,-20%,19%,?
Cc1cc(C)n2nc(SCc3ccc(C#N)cc3)nc2n1,1%,-8%,0%,-1%,-9%[57.1 µM],9,-17%,10%,-2%
CC(=O)N(CN1C(=O)c2ccccc2C1=O)c1ccc2c(c1)oc1ccccc12,12%,-7%,-4%,9%,-6%,2,-2%,5%,2%
Cc1ccc(NC(=O)CNC(C)c2ccccc2)cc1 (centres undefined),-4%,0%,9%,-8%,18%,4,-10%,30%,1%
O=C(Cn1ncc2c3ccccc3n(Cc3ccccc3F)c2c1=O)NCc1ccccc1Cl,-9%,13%,-4%,i,7%,-1,5%,25%,3%
O=C1CCCC/C1=C/Nc1ccc2c(c1)OCO2,20%,-2%,22%,-7%,?,-3,-4%,-4%,?
COc1cccc(-n2c(SCC(=O)c3ccc(Cl)cc3)nc3c([nH]c4ccccc43)c2=O)c1,-13%,-1%[57.1 µM],-7%,6%,11%[57.1 µM],-8,-16%,10%[57 µM],1%
COc1cc(/C=N/Nc2cccc(C)c2)ccc1OC(=O)c1cccs1,16%,-12%,14%,-1%,-13%,4,-4%,15%,-2%
O=C(COc1ccccc1)Nc1nc(-c2cccs2)cs1,1%,-7%,5%,-5%,-5%,-1,-23%,48%[activator],5%
Cc1c(-c2nsc(NC(=O)c3ccccc3)n2)nnn1-c1ccc(C(F)(F)F)c(Cl)c1,-10%,1%,-2%,-2%,15%,-3,-21%,9%,3%
CCc1cccc(N2C(=O)CSC23C(=O)N(Cc2ccccc2F)c2ccccc23)c1 (centres undefined),10%,19%,-19%,i,37%[activator],0,-26%,39%[activator],10%
COc1ccc(C2=NN(C(=O)CSc3nnnn3C)C(c3ccco3)C2)cc1 (centres undefined),2%,1%,-4%,i,-10%,4,-4%,33%,-7%
O=C(O)c1cccc(-n2c(/C=C/c3ccc([N+](=O)[O-])cc3)nc3ccccc3c2=O)c1,2%,-13%,11%,-3%,-11%,-6,-6%,7%,-15%
O=c1cc(NS(=O)(=O)c2ccccc2)nc(SCc2ccccc2Cl)[nH]1,4%,4%[0.457 µM],2%,-2%,-4%,0,0%,45%[activator],3%
CCNC(=S)NNC(=O)CSc1nc2ccccc2[nH]1,?,4%[57.1 µM],2%,8%,8%[57.1 µM],5,-14%,8%,-1%
CCc1ccccc1NC(=O)Cc1ccc(NC(=O)N2CCCCc3ccccc32)cc1,1%,2%[57.1 µM],10%,i,9%[57.1 µM],0,?,57%[activator],3%
CCS(=O)(=O)N1CCc2cc(C(=O)Nc3ccc(OC)c(Cl)c3)ccc21,3%,-9%,9%,-2%,1%,-4,-24%,18%,4%
Cc1onc(-c2ccccc2Cl)c1C(=O)N1CCN(C/C=C/c2ccccc2)CC1,-1%,6%[57.1 µM],11%,i,-24%,0,0%,0%,-15%
CCCN1CN(CCc2ccccc2)CNC1=S,-15%,6%[57.1 µM],13%,-1%,-9%[57.1 µM],2,-10%,14%,0%
Cc1c(NS(=O)(=O)c2cccc(C(=O)Nc3ccc(SC(F)F)cc3)c2)c(=O)n(-c2ccccc2)n1C,10%,-7%,-1%,8%,9%,-5,-17%,21%,1%
CN1C(=O)c2cccc3c(S(=O)(=O)N4CCCC4C(=O)O)ccc1c23 (centres undefined),4%,10%,36%[activator],5%,-9%,-6,-8%,7%,-1%
Cc1cccc(C(=O)NCC(=O)NC2CCC(C)CC2)c1 (centres undefined),-17%,2%,4%,i,15%,0,-16%,39%[activator],2%
Cc1ccc(NC(=O)CSc2[nH]c(=O)ncc2C)cc1,5%,0%[57.1 µM],1%,2%,-1%[57.1 µM],-7,8%,23%,-4%
CCOC(=O)C1(CCCc2ccccc2)CCN(C(=O)CN2C(=O)CSC2=O)CC1,-5%,1%[57.1 µM],3%,11%,6%[57.1 µM],3,-9%,10%,0%
CCN(CC)S(=O)(=O)c1ccc(F)c(C(=O)NCCC(C)C)c1,0%,-1%,3%,2%,3%,-3,-2%,28%,-1%
CCc1nnc(NC(=O)CSc2ccc(-c3ccco3)nn2)s1,-2%,6%,-2%,2%,14%[57.1 µM],3,-13%,17%,-2%
CCc1nc2ccc(C(=O)NCCCN3CCN(c4ccc(F)cc4)CC3)cc2nc1CC,-19%,-11%,2%,2%,-13%[57.1 µM],-1,0%,-8%,2%
COC(=O)c1cc(C#N)c(Oc2ccccc2OC)nc1C,-1%,6%,14%,i,8%[57.1 µM],-2,-9%,42%,1%
CCc1ccccc1NC(=O)Cn1nnc(C(=O)Nc2ccc(OC)c(OC)c2)c1N,-2%,3%,8%,i,12%,-5,-11%,25%,2%
O=C(CCc1ccccc1)NNC(=O)c1ccc(Br)cc1,12%,-4%[57.1 µM],8%,3%,0%[57.1 µM],0,-13%,15%,3%
CCC(C)(C)NC(=O)c1cc(S(=O)(=O)N2CCCCC2)ccc1N1CCOCC1,4%,-5%[57.1 µM],-5%,-7%,-7%[57.1 µM],0,-12%,26%,?
CCCN(C(=O)C1CC(=O)N(c2ccccc2C(C)CC)C1)C1CCS(=O)(=O)C1 (centres undefined),1%,9%,5%,1%,3%,2,-22%,30%,-7%
COC(=O)NCC(c1ccco1)N1CCN(c2ccc(F)cc2)CC1 (centres undefined),6%,1%[57.1 µM],17%,-11%,2%[57.1 µM],5,-1%,1%,-7%
Cn1c(N)c(C(=O)CSc2nnc(Cc3cccs3)n2C2CC2)c(=O)n(C)c1=O,-3%,5%,-7%,-8%,6%,3,-6%,20%,1%
O=C(O)CCCCCCCCCCP(=O)(c1ccccc1)c1ccccc1,-9%,4%,-1%,-10%,14%,7,-17%,18%,-9%
COc1ccc2c(c1)C(=C(C#N)C#N)C(=O)N2CCc1ccccc1,4%,0%[57.1 µM],-21%,0%,?,1,?,40µM*,-4%

# Retrieved by structure from the entries so far:
SMILES,GLS inhibitor,TrxR1 substrate,mIDH1 inhibitor,PGK inhibitor,rTrxR1 inhibitor,PI4K2A inh,USP1-UAF1 inh,HP1b chromo inh,Pin1 inhibitor
COC(=O)c1cc(C#N)c(Oc2ccccc2OC)nc1C,-1%,6%,14%,i,8%[57.1 µM],-2,-9%,42%,1%
COc1ccc2c(c1)C(=C(C#N)C#N)C(=O)N2CCc1ccccc1,4%,0%[57.1 µM],-21%,0%,?,1,?,40µM*,-4%

# Other entries:
SMILES,GLS inhibitor,TrxR1 substrate,mIDH1 inhibitor,PGK inhibitor,rTrxR1 inhibitor,PI4K2A inh,USP1-UAF1 inh,HP1b chromo inh,Pin1 inhibitor
Cc1c(C(=O)Nc2cccc(-c3nnc4n3CCCCC4)c2)oc2ccccc12,-9%,-6%,7%,i,-6%,9,-10%,34%,6%
Cc1nn(CCOc2ccc(Br)cc2)c(C)c1[N+](=O)[O-],-11%,0%,11%,i,15%,1,-27%,57%[activator],-8%
COc1cccc(CNc2nc3ccc(NC(C)=O)cc3s2)c1,18%,5%,6%,-11%,11%,1,-22%,32%,1%
CC(NS(=O)(=O)c1ccc2c(c1)c(=O)n(C)c(=O)n2C)C(=O)NC1CCCCC1 (centres undefined),-20%,-2%,-7%,-4%,18%,1,-6%,7%,-1%
CCN(C[C@H]1N[C@@](C)(C(=O)OC)[C@H]2C(=O)N(C)C(=O)[C@@H]12)C(=O)Nc1ccc(C)cc1,2%,3%,6%,-5%,20%,0,-21%,8%,-4%
Cc1ccc([N+](=O)[O-])cc1NC(=O)c1ccc(-c2ccccc2)cc1,13%,-6%,-2%,1%,-1%,-8,4%,11%,4%
COc1ccc(NC(=O)c2cncc(Br)c2)cc1S(=O)(=O)N1CCCCC1,1%,-7%,0%,-2%,9%,0,-9%,49%[activator],0%
COc1ccc(S(=O)(=O)N2CCN(C)CC2)cc1NC(=O)c1ccccc1C,-3%,-7%[57.1 µM],3%,-1%,-8%[57.1 µM],1,2%,-6%,-5%
O=C(NCc1cccnc1)c1cccn2c(=O)c3sccc3nc12,5%,20%[57.1 µM],-2%,5%,33%[57.1 µM],-9,-7%,39%[activator],-9%
Cc1csc(=O)n1CC(=O)OCC(=O)NNC(=O)c1ccc(Cl)cc1,7%,-3%,-20%,6%,-4%,6,-12%,21%,1%
Cc1cccc(-c2nc3c(c(SCC(=O)N4CCOCC4)n2)Cc2c(CO)cnc(C)c2O3)c1,24%,-5%,0%,-4%,?,-5,?,37%,22%

# Screening data: PubChem BioAssay, National Center for Advancing Translational Sciences (NCATS)
